NadD inh: NadD (S. aureus) enzyme inhibition | AID 602399 | inhibition, % at 20 µM | 360,000 compounds, 0.78% hits | purified NadD enzyme, colorimetric absorbance read-out; in the data active = inhibition above about 26%; note: some compounds past the cut are filed as inactive
CendR NRP1 mod: alters CendR peptide binding to human NRP-1 | O14786 | FAM-RPARPAR peptide binding to NRP-1, fluorescence polarization | AID 602438 | inhibition, % at 25 µM | 360,000 compounds, 0.85% hits;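 active = inhibition or corrected inhibition above about 18%, plus a signal ratio from 0.5 to 1.5, limit read from the data, passing the limit was not always enough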; note: strong numbers were not always called active
Target sequence (O14786 whole entry, looked up): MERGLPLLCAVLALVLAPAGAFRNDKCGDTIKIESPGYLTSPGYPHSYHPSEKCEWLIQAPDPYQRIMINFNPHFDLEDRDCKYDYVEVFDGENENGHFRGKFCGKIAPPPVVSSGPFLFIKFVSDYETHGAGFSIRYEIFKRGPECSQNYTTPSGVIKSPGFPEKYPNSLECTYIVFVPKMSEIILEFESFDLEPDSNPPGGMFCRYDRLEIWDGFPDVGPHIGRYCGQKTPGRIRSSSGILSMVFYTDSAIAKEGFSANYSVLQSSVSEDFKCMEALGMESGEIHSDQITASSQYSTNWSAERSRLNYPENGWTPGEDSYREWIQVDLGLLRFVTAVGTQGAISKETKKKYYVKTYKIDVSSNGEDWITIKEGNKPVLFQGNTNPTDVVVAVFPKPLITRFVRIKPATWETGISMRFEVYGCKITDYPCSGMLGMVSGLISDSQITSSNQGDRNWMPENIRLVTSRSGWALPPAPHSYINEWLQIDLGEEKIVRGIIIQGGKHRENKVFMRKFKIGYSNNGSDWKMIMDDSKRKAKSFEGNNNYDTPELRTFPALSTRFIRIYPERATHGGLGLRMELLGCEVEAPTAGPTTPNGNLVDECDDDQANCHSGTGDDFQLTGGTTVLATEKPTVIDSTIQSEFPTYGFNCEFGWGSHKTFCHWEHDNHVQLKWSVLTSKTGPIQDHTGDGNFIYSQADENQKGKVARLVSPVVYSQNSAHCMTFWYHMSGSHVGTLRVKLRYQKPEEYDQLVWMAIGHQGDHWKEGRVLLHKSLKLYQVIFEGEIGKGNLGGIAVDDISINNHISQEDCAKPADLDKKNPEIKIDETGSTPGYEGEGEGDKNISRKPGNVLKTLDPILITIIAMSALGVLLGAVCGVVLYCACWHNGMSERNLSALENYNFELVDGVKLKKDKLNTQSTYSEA
DNMT1 inh: inhibitors of human DNMT1. P26358. DNMT1 molecular beacon, Hinp1I cleavage, fluorescence. inhibition (reported as % activation of signal), % at 10 µM. 360,000 compounds, 0.83% hits; in the data active = inhibition above about 50%
SUMO1 PPI mod: modulators of human SUMO1-mediated protein-protein interactions. P63165. SUMO1 binding to a labelled peptide, TR-FRET, 1 h. inhibition, % at 20 µM. 360,000 compounds, 0.33% hits; in the data active = inhibition above about 37%
SKN-1 inh: inhibitors of C. elegans SKN-1 | 360,000 compounds, 0.49% hits | inhibition, % at 21.8 µM | C. elegans VP596 Pgst-4::GFP/RFP ratio, acrylamide-induced, 24 h | AID 624304;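 active = interference check ratio from 0.5 to 1.5 plus GFP to RFP signal ratio inhibition reaching or exceeding a fixed threshold, cut at about 30% in these data, passing the limit was not always enough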; note: some compounds called inactive have numbers as strong as hits
Scp1 inh: blocks human Scp-1 phosphatase activity; Recombinant Scp1, phosphopeptide, malachite green phosphate absorbance; AID 493091; 340,000 compounds, 0.88% hits; inhibition, % at 20 µM;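 active = inhibition above about 50% at 20 µM, limit read from the data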;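 note: plate controls were DMSO wells with enzyme for no effect and wells lacking enzyme for full effect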
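Test system – truncated SCP-1 phosphatase (76-261aa) · Reagent – Phosphorylated 17-residue peptide substrate · Incubation – 45 min room-temperature reaction, 5 min colour, 30 min stabiliser · Detection – colorimetric phosphate reagent with accelerator and stabiliser, absorbance at 630 nm · Measure – % inhibition at 20 µM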
Rpn11 inh: blocks the human proteasome subunit Rpn11; 360,000 compounds, 0.59% hits; O00487; human 26S proteasome, Ub4-pepOG fluorescence polarization; 20S core pre-blocked with epoxomicin; calls only at 20 µM; AID 588493;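 active = inhibition at 20 µM, scaled to each plate's controls, above about 33%, limit read from the data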
LMPTP block: LMPTP (human) inhibition; P24666; recombinant LMPTP-A, OMFP fluorogenic substrate, fluorescence intensity; AID 651560; 360,000 compounds, 0.22% hits; inhibition, % at 20 µM;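 active = compounds that cut the enzyme signal by at least half of the control window in the single-dose screen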;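 note: plate controls were DMSO wells with enzyme plus substrate for no effect and substrate without enzyme for full effect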
Target sequence (P24666 whole entry, looked up): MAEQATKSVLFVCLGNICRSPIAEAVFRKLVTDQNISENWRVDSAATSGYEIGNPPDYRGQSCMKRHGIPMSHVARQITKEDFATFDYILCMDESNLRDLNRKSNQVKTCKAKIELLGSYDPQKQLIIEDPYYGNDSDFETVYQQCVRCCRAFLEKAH
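material = LMPTP-A | quantity = 0.625 nM enzyme | reagent = OMFP substrate, 400 µM final | buffer or medium = Bis-Tris pH 6.0, DTT, detergent | detection = endpoint fluorescence intensity from OMFP dephosphorylation | dosing = single 20 µM dose | read-out basis = % inhibition relative to no-enzyme and uninhibited control wells | control set = no-enzyme and uninhibited controls | timing = 50 min at room temperature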
MT1-MMP act inh: inhibitors of human MT1-MMP activation | P50281 | HT1080 RFP-PRO-GFP cells, GFP/RFP ratio fluorescence, overnight; percent of plate control window, DMSO zero | GFP/RFP ratio change, % at 20 µM | 360,000 compounds, 0.061% hits | AID 651647;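 active = GFP/RFP ratio change of at least 30% with cell ATP level not reduced by more than half and red fluorescence within 50% of control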; note: strong numbers were not always called active
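Test system: HT1080 RFP-PRO-GFP cells; Benchmarks: DMSO and RFP-L50D-GFP cell wells; Timing: cells overnight before dosing, compound overnight, 37 °C, 5% CO2; Compound: one 20 µM compound dose with 1% DMSO; Read-out: GFP/RFP fluorescence ratio.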
STEP inh: blocks human striatal-enriched tyrosine phosphatase; recombinant STEP, OMFP fluorogenic substrate, fluorescence; inhibition, % at 20 µM; 360,000 compounds, 0.25% hits;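 active = inhibition at 20 µM, scaled per plate between control wells, above about 37%, limit read from the data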;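 note: 0% = DMSO with enzyme and substrate and 100% = substrate only without enzyme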
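Material: STEP (striatal-enriched tyrosine phosphatase) enzyme, cell-free; Compound dosing: 20 µM single dose in 1% DMSO; Technique: fluorescence read at 480 nm ex / 540 nm em; Times: reaction 20 min, ambient temperature; Medium: 50 mM Bis-Tris pH 6.0 with 2.5 mM DTT and 0.005% Tween 20; Also added: OMFP at 25 µM.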
Numbers without * were called inactive; i = inactive; x = not tested or not shown.

Sample of the layout (three entries):
SMILES	NadD inh	CendR NRP1 mod	DNMT1 inh	SUMO1 PPI mod	SKN-1 inh	Scp1 inh	Rpn11 inh	LMPTP block	MT1-MMP act inh	STEP inh
CC(C)c1ccc(Nc2nc(Cl)nc(NCc3ccco3)n2)cc1	-1	-2	4	0	4	-4	i	0.2	-7	2
COC(=O)c1c(NC(=O)CSc2nnc3ccccn23)sc2c1CCC2	9	-17	3	1	0	6	i	-0.9	-2	6
Nc1ncnc(Oc2ccccc2F)c1[N+](=O)[O-]	-3	-4	0	-32	17	-2	i	-0.7	-1	1

The list itself, from the first entry:
SMILES	NadD inh	CendR NRP1 mod	DNMT1 inh	SUMO1 PPI mod	SKN-1 inh	Scp1 inh	Rpn11 inh	LMPTP block	MT1-MMP act inh	STEP inh
CC(C)c1ccc(Nc2nc(Cl)nc(NCc3ccco3)n2)cc1	-1	-2	4	0	4	-4	i	0.2	-7	2
COC(=O)c1c(NC(=O)CSc2nnc3ccccn23)sc2c1CCC2	9	-17	3	1	0	6	i	-0.9	-2	6
Nc1ncnc(Oc2ccccc2F)c1[N+](=O)[O-]	-3	-4	0	-32	17	-2	i	-0.7	-1	1
N#Cc1c(-c2ccc(F)cc2)c2c([nH]c1=O)-c1ccccc1OC2	2	-23	0	31	-1	-7	i	-1.2	5	2
Cc1cccc(Nc2ccccc2)c1	0	2	-4	0	-17	1	i	1.5	2	4
O=C(CC1SC(=O)NC1=O)Nc1ccc(Cl)cc1 (configuration not stated)	-2	-8	-3	1	-11	-7	i	-0.6	3	2
COc1ccccc1C1CCN(Cc2ccccc2Cl)CC1	-6	-3	3	4	10	-9	i	-0.3	-3	0
O=C(Nc1cccc(S(=O)(=O)N2CCCC2)c1)[C@H]1C[C@H](O)[C@@H](CO)O1	-1	-11	0	3	4	x	i	-1.3	0	-3
CCOc1ccc(CCN2C(=O)C(=O)N([C@@H](CC(C)C)CN3CCC[C@H]3CN3C(=O)C(=O)NC[C@@H]3CC(C)C)C[C@@H]2Cc2ccc(O)cc2)cc1	23	18	x	3	0	x	x	-0.7	0	x
CCn1c(C(Cc2ccccc2)NC(=O)COC)nc2ccccc21 (configuration not stated)	3	0	0	-1	-20	2	i	-1.3	-3	0
CCOc1ccc(C2=Nc3ccccc3C(c3ccc(N4CCOCC4)cc3)=NN2)cc1	21	3	-7	-7	30	-5	i	1.4	5	2
CC(C)(C)OC(=O)N1CCOCCOCCNCCOCCOCC1	5	13	0	-2	17	-2	i	-3.2	-4	4
Cc1cc(C)cc(C(=O)Nc2ccncc2)c1	0	22	5	0	-12	0	i	-2.7	2	-1
O=C(NCCc1ccc(O)c(Br)c1)c1ccc(Br)o1	-3	15	x	4	4	x	x	-1.1	1	x
Cc1ccc(Sc2ncccc2N)cc1	-7	5	-9	-6	0	4	i	-1.1	0	-2
CCOc1ccc(/C=C(/C#N)c2nnc(N3CCOCC3)n2-c2ccccc2)cc1OC	0	18	4	-19	3	-12	i	-0.4	-3	-2
Cc1cccc(NC(=O)CSc2nnc(CSc3nc(C)cc(C)n3)n2Cc2ccco2)c1	3	9	-2	1	-4	0	i	0.3	1	1
COC(=O)C1CCCN1S(=O)(=O)c1ccc([N+](=O)[O-])cc1 (configuration not stated)	-3	11	2	-32	2	-6	i	-2.2	-1	0
Cn1c(CN2CCCCC2)nc2cc(NS(=O)(=O)c3ccc(Cl)cc3)ccc21	1	13	0	1	1	12	i	-0.3	2	1
CC(=O)Cc1nsc(NC(=O)c2cn(-c3ccccc3)nc2-c2ccc(Br)cc2)n1	-6	32*	-18	-1	-1	-6	i	1.7	-10	-4
Cc1ccc(CCNC(=O)CNS(=O)(=O)c2ccc3nc(C)sc3c2)cc1	-3	13	1	0	1	-6	i	0.4	3	-2
Cc1onc(-c2ccccc2Cl)c1C(=O)N1CCN(c2ccc(F)cc2)CC1	0	3	0	3	-10	-6	i	1.3	-1	2
Cc1ccc(-c2csc(=S)n2CC(=O)OCC(=O)NCc2ccco2)cc1	-1	-9	-5	4	23	-3	i	-0.3	-3	-1
O=C(COC(=O)c1cncc(Br)c1)Nc1ccc(N2CCCCC2)cc1	6	5	0	-3	6	-10	i	1.7	4	5
CCN(CC)CCCN1C(=O)C(=O)/C(=C(/O)c2ccc(OC)cc2)C1c1ccco1 (configuration not stated)	1	-4	-2	-2	3	-16	i	-2.0	1	1
Cc1ccc(S(=O)(=O)N2[C@@H](CO)CO[C@H]2CC(=O)c2ccccc2)cc1	x	-5	x	3	-8	x	x	0.2	5	x
CCn1c2ccccc2c2cc(NC(=O)C(C)OC(=O)c3ccc(NC(=O)CC#N)cc3)ccc21 (configuration not stated)	14	-10	10	-1	3	-3	i	-0.3	3	0
CCCC(C)NC(=O)c1cc(C(=O)OC)cc([N+](=O)[O-])c1 (configuration not stated)	-4	0	2	-23	-5	-4	i	-0.4	19	1
Nc1nc(SCc2cccnc2)c2ncn(C3OC(CO)C(O)C3O)c2n1 (configuration not stated)	2	-7	1	4	-3	12	i	6.2	1	-3
CC(OC(=O)c1ccccc1Br)C(=O)Nc1nc(-c2cccc([N+](=O)[O-])c2)cs1 (configuration not stated)	3	4	1	-6	-1	-12	i	0.7	1	-6
CSc1c(C#N)sc(=S)n1-c1ccc(C)cc1	2	1	2	-22	4	-11	i	0.3	-3	4
CC1=C(C(=O)N2CCOCC2)CC(CC(=O)NCC2CCCCC2)C(=O)N1CCCN1CCCC1=O (configuration not stated)	5	-2	7	5	-3	x	i	-1.5	3	1
COc1ccc(CNC(=O)c2ccc[nH]2)cc1	5	2	1	1	8	-9	i	0.1	-2	-4
Cc1ccc2nc(SCc3ccc([N+](=O)[O-])cc3)[nH]c2c1	-1	8	-1	-23	5	-4	i	1.2	-3	6
O=C(NCc1cccs1)c1ccc(N2CCCCC2)nc1	9	-10	-2	1	22	-7	i	-1.8	-2	3
C=CCN(C(C)=O)C1CC(=O)N(c2ccc(OCCC)cc2)C1=O (configuration not stated)	-9	-2	-1	-2	-8	-13	i	-1.7	1	0
O=C(CSc1ccc(Cl)cc1)Nn1cnnc1	2	2	2	0	3	-4	i	-0.8	-1	-3
O=C(C1CCCCC1)N1C[C@H](O)[C@@H](n2cc(C3CC3)nn2)C[C@@H]1c1ccccc1	0	0	8	0	-3	x	i	-1.6	0	-2
Cc1ccnc(N2CCC(C(=O)NNC(=O)c3ccccc3C)CC2)n1	2	-7	1	4	8	-5	i	-1.4	16	0
O=C(NC1CCCC1)c1cnc2n(c1=O)CCS2	0	-9	6	-1	-3	1	i	-0.4	-3	-2
COc1ccc(N2CC(C(=O)N3CCOCC3)CC2=O)cc1 (configuration not stated)	0	5	0	10	-6	-7	i	-1.7	1	-2
COc1cccc(CSc2nc3ccccc3[nH]2)c1	-3	8	0	1	-1	1	i	-0.3	6	-4
Cc1cc(C)c(S(=O)(=O)N2CCN(C(=O)c3ccc(-n4nc(C)c(Cl)c4C)cc3)CC2)c(C)c1	8	19	-10	-2	-1	-12	i	7.2	-1	1
CCCCOC(=O)CCc1c(C)[nH]c(=S)[nH]c1=O	-1	-1	4	-2	-11	1	i	-0.4	-3	-1
COCCNc1nc2nonc2nc1N1CCC(N(C)C)C1 (configuration not stated)	8	-6	3	-5	5	-1	i	-1.5	2	0
COc1ccc(-n2nc([N+](=O)[O-])c(=NCCCN3CCCC3=O)n2O)cc1	-7	-12	0	-49	-9	3	i	-0.8	-3	2
O=C(NCC(=O)N(CCN1CCOCC1)C(C(=O)NC1CCCC1)c1cccs1)c1ccco1 (configuration not stated)	-7	-3	0	-1	-11	-12	i	-2.2	-5	4
Cc1ccc(C(=O)N/C(=C\c2cn(C)c3ccccc23)C(=O)OCCN(C)C)cc1	-6	-7	0	-12	-1	-7	i	0.7	0	3
Cc1cc(F)ccc1-c1cc(C(=O)Nc2ccccc2)[nH]n1	-6	7	-2	6	30	x	i	2.3	-3	-3
CCN(CC(=O)Nc1ccc(NC(C)=O)cc1)C(=O)c1ccc(=O)[nH]c1	-5	-18	2	4	9	-8	i	-3.1	1	1
CCOc1ccc(C(=O)Nc2cccc(SC)c2)cc1	-8	-11	2	-2	-4	-8	i	0.8	9	-1
COCCn1cnnc1SCC(=O)Nc1ccc(N2CCCCC2)cc1	-4	-11	3	0	5	-6	i	-2.1	0	2
CSCCC(NC(=O)c1ccc(Cl)cc1)C(=O)OCC(C)=O (configuration not stated)	-8	-1	-5	2	3	0	i	0.4	-2	-2
CC(C)C(Sc1nc(-c2ccccc2)cc(-c2ccccc2)c1C#N)C(=O)O (configuration not stated)	12	-32	-2	4	11	-13	i	0.7	6	6
O=C(Nc1nnc(C(F)(F)F)s1)c1ccc(Br)s1	-3	0	1	1	-7	0	i	-0.7	-3	-2
O=C(CNC(=O)c1ccc(F)cc1)Nc1ccccc1C(F)(F)F	-6	15	0	0	2	-2	i	-1.9	-1	2
COc1ccccc1NC(=O)COC(=O)c1cnc(C)cn1	2	2	6	2	2	-3	i	-1.2	3	2
Cc1noc(C)c1S(=O)(=O)N1CCCC(C(=O)NCCc2ccccc2)C1 (configuration not stated)	-6	-6	5	-1	-8	20	i	-1.8	0	-2
Cc1cc(C)c(NC(=O)COC(=O)c2cc([N+](=O)[O-])ccc2N2CCOCC2)c(C)c1	-6	2	0	-27	-11	7	i	-0.5	x	0
C=CCOc1c(CCC)cc(CCC)cc1C(N)=O	-10	1	3	-1	-2	-12	i	2.2	-2	-1
Cn1nc(C(C)(C)C)cc1NC(=O)C1(C)CCN1C(=O)c1ccccc1CCc1ccccc1 (configuration not stated)	4	-5	11	-2	-5	x	i	1.7	1	3
COc1ccc(NC(=O)CSc2nnc(-c3cccs3)n2N)cc1S(N)(=O)=O	1	-2	-1	-2	-1	5	i	-1.4	-2	-2
Cc1cccc(-c2noc(CCCC(=O)NC3CCCCC3)n2)c1	-3	10	-1	0	0	-10	i	1.5	-3	-2

3 entries from above, arranged by length of the SMILES, rising:
SMILES	NadD inh	CendR NRP1 mod	DNMT1 inh	SUMO1 PPI mod	SKN-1 inh	Scp1 inh	Rpn11 inh	LMPTP block	MT1-MMP act inh	STEP inh
COc1ccccc1NC(=O)COC(=O)c1cnc(C)cn1	2	2	6	2	2	-3	i	-1.2	3	2
O=C(CNC(=O)c1ccc(F)cc1)Nc1ccccc1C(F)(F)F	-6	15	0	0	2	-2	i	-1.9	-1	2
CCN(CC(=O)Nc1ccc(NC(C)=O)cc1)C(=O)c1ccc(=O)[nH]c1	-5	-18	2	4	9	-8	i	-3.1	1	1

Screening results as filed in PubChem BioAssay.
